Screening data (PubChem BioAssay)
AT treatment – potential ataxia-telangiectasia treatments restoring KAP-1 phosphorylation; AID 485349; […] A-T fibroblasts, KAP-1 phosphorylation AlphaLISA; neocarzinostatin DNA damage 30 min before lysis; 0.19% of 320,000 active; Potency, µM (titrated, usually from 57.5 µM), for the others: at the top dose activation, most hits filed as activators; also: potency is read from the fitted curve at half-maximal effect; % of control where 0% means no effect; nearly all actives have a fitted effect of over 45% in size
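ATM-like activity read as KAP-1 phosphorylation via AlphaLISA donor/acceptor antibody pairs after lysis and 6 hr at 25C. Cells were ATM-null patient fibroblasts ([…], hTERT), dosed 60 min, then exposed to the DSB inducer NCS for 30 min.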
Coupling enz – counter-screen for Giardia aldolase inhibitors: coupling enzyme system | coupling enzyme system counterscreen, AmpLite Red fluorescence | activity change, negative = inhibition, % at 58.2 µM, hits read low | 0.67% of 290,000 active; in the data active = activity change below about -30%; also: % is scaled to controls: 0 for no effect and ±100 for the full control effect
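Activity here indicates interference with the coupling reaction, not aldolase inhibition. Compounds at 57.5 uM final met coupling enzymes for 10 min at RT; substrate and AmpLite Red detection followed, with a 525/598 nm fluorescence read after 20 min.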
KCNH2 WT inh – inhibitors of human wildtype KCNH2 potassium channel; AID 720551; Q12809; activity change, % at 1.84 µM; 0.37% of 340,000 active; U2OS, BacMam KCNH2, thallium flux FluxOr; stronger effect = lower value;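 active = maximum activity change below -70%; inconclusive = maximum activity change between -70% and -50%; inactive = maximum activity change above -50%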; also: % is scaled to controls: 0 for no effect and ±100 for the full control effect
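U2OS cells transduced with wild-type KCNH2 virus are loaded with FluxOr dye for 45 min, and thallium flux is measured in kinetic reads before and after stimulation buffer. Rate constants are normalized to DMSO controls.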
TRPV1 agonist – activates the human vanilloid receptor TRPV1; AID 540275; activation, % at 8.33 µM; Q8NER1; TRPV1-expressing cells, Fluo-8 calcium influx, agonist mode; 0.19% of 320,000 active; in the data active = activation above about 80%; inconclusive = between about 30% and that limit; also: 0% is about no effect
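TRPV1-expressing cells were cultured overnight at 35.5C and loaded with Fluo-8 calcium dye for 40 to 90 min at room temperature. After a 10 s baseline, compound was added and calcium influx was read kinetically for 3 min (ex 480/em 520 nm).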
S-ASM inh – blocks human secretory acid sphingomyelinase. P17405. AID 504937. 0.006% of 340,000 active. placental ASM, HMU-PC fluorogenic substrate, 60 min. Potency, µM (highest dose often 57.5 µM), for the others: at the highest dose activity change, negative = inhibition, most hits filed as inhibitors; also: potency is read from the fitted curve at half-maximal effect
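Fluorescence read-out (Ex 386 nm, Em 447 nm) after stopping the reaction at pH 10. Enzyme: ASM from human placenta; substrate HMU-PC0, 9 uM final; 60 min, 37 °C. Compound preincubation 10 min, ambient temperature.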
GALK inh – inhibitors of human galactokinase; Purified GALK, Kinase-Glo residual ATP luminescence; AID 1868; P51570; Potency, µM (series often up to 57.5 µM), without a hit: at the highest dose activity change, negative = inhibition, usual class: inhibitors; 0.007% of 270,000 active; also: potency is read from the fitted curve at half-maximal effect; % is scaled to controls: 0 for no effect and ±100 for the full control effect
Target sequence (P51570 whole entry, looked up): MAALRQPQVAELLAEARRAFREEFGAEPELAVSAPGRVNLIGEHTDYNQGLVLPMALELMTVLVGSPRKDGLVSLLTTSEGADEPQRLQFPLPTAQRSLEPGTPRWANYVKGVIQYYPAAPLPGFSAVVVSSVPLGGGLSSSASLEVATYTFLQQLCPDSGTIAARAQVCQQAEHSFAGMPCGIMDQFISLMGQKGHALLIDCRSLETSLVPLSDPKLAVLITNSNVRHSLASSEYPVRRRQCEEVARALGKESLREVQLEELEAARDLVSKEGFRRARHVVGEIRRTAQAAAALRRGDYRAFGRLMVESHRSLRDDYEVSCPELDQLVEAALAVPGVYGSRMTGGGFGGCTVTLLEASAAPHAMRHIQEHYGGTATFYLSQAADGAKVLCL
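Compounds were pin-transferred into ATP buffer (35 uM final), then GALK plus galactose (5 nM, 100 uM final) was added. After 1 h at room temperature, Kinase-Glo Plus was added and luminescence read after 10 min.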
MLL CXXC-DNA inh – MLL CXXC-DNA interaction inhibition | MLL-CXXC / FITC-HOXA9 DNA fluorescence polarization | Potency, µM (doses to about 115 µM), inactives show at the top dose activity change, negative = inhibition, usual class: inhibitors | 0.037% of 290,000 active | AID 2662; active = well fitted inhibition curve with a large enough effect in the polarisation, with a control signal flat, not every such curve was filed as active; inconclusive = small, poorly fitted or top-dose-only effect, or effect the other way, or a change in a side signal; inactive = no such curve, though single readings can be large or run the other way; the % refers to the polarisation; also: potency is read from the fitted curve at half-maximal effect
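Purified MLL-CXXC (added from a 7 uM solution) was preincubated 5 min at ambient with pinned compounds in 50 mM Tris-HCl pH 7.5, 50 mM NaCl, 1 mM DTT, 0.05% BSA. Fluorescein-labeled HOX-A9 DNA (50 nM solution) followed, 30 min, then polarization read.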
Integrin act MD – activators of alpha7 integrin expression for muscular dystrophy; 0.064% of 350,000 active; alpha7betagal myoblasts, beta-gal FDG fluorescence, 48 h; Potency, µM (top dose mostly 38.3 µM), inactives show at the highest dose activation, hits mostly activators; AID 624291;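 also: potency is read from the fitted curve at half-maximal effect; 100% = response of the positive control SU9516; nearly all actives have a fitted effect of over 60% in size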
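Alpha7betagal+/- myoblasts (passage 13) were plated 16-24 hr, then exposed to compounds (1:260 dilution of DMSO stock) for 48 hours at 37C. After MPER lysis, β-galactosidase reporter activity was read as FDG fluorescence (ex 480/em 540) after 30 minutes.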
MBNL1-CUG inh – MBNL1-poly(CUG) RNA binding inhibition; Potency, µM (highest dose often 57.5 µM), for the others: at the highest dose activity change, negative = inhibition, most hits filed as inhibitors; 0.036% of 280,000 active; Q9NR56; TR-FRET MBNL1-His/biotin-(CUG)12 binding, 665/545 ratio; active = well fitted inhibition curve with a large enough effect in the signal ratio, with a control signal flat, not every such curve was filed as active; inconclusive = small, poorly fitted or top-dose-only effect, or effect the other way, or a change in a side signal; inactive = no such curve, though single readings can be large or run the other way; the % refers to the signal ratio; also: potency is read from the fitted curve at half-maximal effect; % is scaled to controls: 0 for no effect and ±100 for the full control effect
Target sequence (Q9NR56 whole entry, looked up): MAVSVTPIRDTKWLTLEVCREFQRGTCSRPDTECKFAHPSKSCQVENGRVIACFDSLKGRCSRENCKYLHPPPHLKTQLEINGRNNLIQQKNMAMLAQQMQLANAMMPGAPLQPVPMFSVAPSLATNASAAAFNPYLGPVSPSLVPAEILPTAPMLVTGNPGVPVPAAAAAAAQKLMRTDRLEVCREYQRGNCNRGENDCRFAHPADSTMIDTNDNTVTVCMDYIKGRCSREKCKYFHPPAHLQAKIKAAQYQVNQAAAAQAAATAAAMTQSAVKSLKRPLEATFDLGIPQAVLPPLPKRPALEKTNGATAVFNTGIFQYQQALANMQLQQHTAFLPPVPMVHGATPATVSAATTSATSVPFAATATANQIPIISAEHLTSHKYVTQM
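His-tagged MBNL1 binding to biotinylated (CUG)12 RNA was measured by TR-FRET using terbium anti-His antibody (0.055 ng/ul final) and streptavidin-XL665 (5 nM final). Compounds were titrated 92 nM to 58 uM; 60 min at room temperature.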
KCNH2 3.1 inh – inhibitors of human KCNH2 3.1 potassium channel isoform. U2OS KCNH2 3.1, thallium flux FluxOr; stronger effect = lower value. activity change, % (tested at about 1.8 µM). 0.95% of 340,000 active;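 active = maximum activity change below -70%; inconclusive = maximum activity change from -70% to -50%; inactive = maximum activity change above -50%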;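 also: thallium influx rate constant from kinetic fluorescence after stimulation buffer; % is scaled to controls: 0 for no effect and ±100 for the full control effect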
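Measured as rate of thallium-driven FluxOr signal in transduced U2OS cells carrying the 3.1 channel, read kinetically for 2 min upon stimulation; values are rate constants scaled to DMSO control wells.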
Active calls of the source: *; [ ] = another dose, or the depositor's remark. Unless noted, calls follow the shape of the dose curve; as a rule, active = well fitted curve in the direction sought with a large enough effect; inconclusive = small, poorly fitted or top-dose-only effect, or another doubt; inactive = no such curve, though single readings can be large; an effect the other way counts as inactive or inconclusive.

What do the screens show for `CCOc1ccccc1N1CCN(C(=O)c2cc3cc(OC)ccc3[nH]2)CC1`?
AT treatment: 15%; Coupling enz: -11; KCNH2 WT inh: 6; TRPV1 agonist: 8; S-ASM inh: -11%; GALK inh: -3%; MLL CXXC-DNA inh: -2%; Integrin act MD: 0%; MBNL1-CUG inh: 4%; KCNH2 3.1 inh: -14

What do the screens show for `COc1ccc(/C=C/C(=O)OC(C)CN2CCCCC2)cc1` (configuration not stated)?
AT treatment: -10%; Coupling enz: -2; KCNH2 WT inh: -11; TRPV1 agonist: 2; S-ASM inh: 0%; MLL CXXC-DNA inh: 4%; Integrin act MD: 7%; MBNL1-CUG inh: 15%; KCNH2 3.1 inh: 3

How did CN(c1ncnc(N)c1[N+](=O)[O-])C1CCS(=O)(=O)C1 (configuration not stated) do in these assays?
AT treatment: 8%; Coupling enz: 0; TRPV1 agonist: 0; S-ASM inh: 1%; GALK inh: -1%; MLL CXXC-DNA inh: -3%; Integrin act MD: inconclusive; MBNL1-CUG inh: 7%; KCNH2 3.1 inh: 1

How did CCOC(=O)C(NC(=O)NCc1ccc(OC)cc1)(OCC)C(F)(F)F (configuration not stated) do in these assays?
AT treatment: -6%; Coupling enz: 2; KCNH2 WT inh: -23; TRPV1 agonist: 6; S-ASM inh: 0%; GALK inh: -2%; MLL CXXC-DNA inh: 14%; Integrin act MD: -21%; MBNL1-CUG inh: inconclusive; KCNH2 3.1 inh: 7

How did O=C(Cn1cnc2ccccc2c1=O)Nc1cccc(S(=O)(=O)N2CCCCC2)c1 do in these assays?
AT treatment: inconclusive; Coupling enz: 1; KCNH2 WT inh: -11; TRPV1 agonist: 0; S-ASM inh: -1%; GALK inh: 0%; MLL CXXC-DNA inh: 5%; Integrin act MD: -19%; MBNL1-CUG inh: -7%; KCNH2 3.1 inh: -4

What do the screens show for `O=C(CN1CCN(Cc2cccc(Cl)c2)C1=O)NCc1cccs1`?
AT treatment: 1%; Coupling enz: -1; KCNH2 WT inh: 5; TRPV1 agonist: 11; S-ASM inh: 5%; GALK inh: 0%; MLL CXXC-DNA inh: 3%; Integrin act MD: 4%; MBNL1-CUG inh: -3%; KCNH2 3.1 inh: -1

How did CCOC(=O)C1CCCN(c2nc(C)nc3c2oc2ccccc23)C1 (configuration not stated) do in these assays?
AT treatment: -3%; Coupling enz: 0; KCNH2 WT inh: -10; TRPV1 agonist: inconclusive; S-ASM inh: -8%; GALK inh: 7%; MLL CXXC-DNA inh: 0%; Integrin act MD: -18%[7.66 µM]; MBNL1-CUG inh: -2%; KCNH2 3.1 inh: 13

What do the screens show for `O=C(COc1ccccc1)Nc1ccc(Cl)cn1`?
AT treatment: 0%[11.5 µM]; Coupling enz: 1; KCNH2 WT inh: 11; TRPV1 agonist: 27; S-ASM inh: 3%; GALK inh: 3%; MLL CXXC-DNA inh: 2%; Integrin act MD: inconclusive; MBNL1-CUG inh: -14%; KCNH2 3.1 inh: -12

What do the screens show for `Cc1ccc(Nc2nnc(SCC(=O)Nc3ncc(S(=O)(=O)c4ccc([N+](=O)[O-])cc4)s3)s2)cc1`?
AT treatment: 2%; Coupling enz: 6; KCNH2 WT inh: -1; TRPV1 agonist: -1; S-ASM inh: -11%; GALK inh: 1%; MLL CXXC-DNA inh: 7%; Integrin act MD: -11%; KCNH2 3.1 inh: -6

What do the screens show for `O=C(COC(=O)CNC(=O)c1ccc([N+](=O)[O-])o1)Nc1ncc(C(F)(F)F)cc1Cl`?
AT treatment: 22µM*; KCNH2 WT inh: 19; TRPV1 agonist: -2; S-ASM inh: 1%; Integrin act MD: -1%; KCNH2 3.1 inh: -3

What do the screens show for `CN(C)c1cccc2c(S(=O)(=O)N3CCCC3)cccc12`?
AT treatment: 20µM*; Coupling enz: -2; KCNH2 WT inh: -3; TRPV1 agonist: inconclusive; GALK inh: 0%; MLL CXXC-DNA inh: 40%[activator]; Integrin act MD: 0%; MBNL1-CUG inh: 14%; KCNH2 3.1 inh: 15

How did CCOC(=O)c1ccc(Oc2nc(NC(C)(C)C)nc(N(C)C)n2)cc1 do in these assays?
Coupling enz: 0; KCNH2 WT inh: -1; TRPV1 agonist: 2; S-ASM inh: -7%; GALK inh: 1%; MLL CXXC-DNA inh: -3%; Integrin act MD: 8%; MBNL1-CUG inh: 13%; KCNH2 3.1 inh: -19

How did O=C(NC1=NCCS1)c1sc2cc(F)ccc2c1Cl do in these assays?
AT treatment: -7%; Coupling enz: -27; KCNH2 WT inh: 0; TRPV1 agonist: 1; S-ASM inh: 5%; GALK inh: 0%; MLL CXXC-DNA inh: 4%; Integrin act MD: 11%; MBNL1-CUG inh: 17%; KCNH2 3.1 inh: 0

What do the screens show for `O=C(N/N=C/c1c[nH]c2ccccc12)c1[nH]c2ccc(Br)cc2c1-c1ccccc1`?
AT treatment: -2%; Coupling enz: 2; KCNH2 WT inh: 0; TRPV1 agonist: -1; S-ASM inh: -2%; GALK inh: -3%; MLL CXXC-DNA inh: 20%; Integrin act MD: -32%[inhibitor]; MBNL1-CUG inh: -3%; KCNH2 3.1 inh: -1

What do the screens show for `COc1ccccc1NC(=O)c1sc2ncn(CC(=O)N3CCC(C)CC3)c(=O)c2c1C`?
AT treatment: 21%; Coupling enz: -2; KCNH2 WT inh: 1; TRPV1 agonist: 1; S-ASM inh: 4%; GALK inh: 0%; MLL CXXC-DNA inh: 7%; Integrin act MD: 28%; MBNL1-CUG inh: 4%; KCNH2 3.1 inh: -14

What do the screens show for `Cc1cc(=O)n(C)c2ccc(S(=O)(=O)N3CCOCC3)cc12`?
AT treatment: 1%; Coupling enz: -3; KCNH2 WT inh: 2; TRPV1 agonist: -2; S-ASM inh: -2%; GALK inh: 4%; MLL CXXC-DNA inh: 1%; Integrin act MD: -7%; MBNL1-CUG inh: -2%; KCNH2 3.1 inh: 3

How did O=C(COC(=O)CCC(=O)Nc1nccs1)NCc1ccco1 do in these assays?
AT treatment: 14%; Coupling enz: 3; KCNH2 WT inh: 7; TRPV1 agonist: 3; S-ASM inh: 0%; GALK inh: 3%; MLL CXXC-DNA inh: 0%; Integrin act MD: 6%; MBNL1-CUG inh: -6%; KCNH2 3.1 inh: 3

What do the screens show for `CCOc1cccc(-c2nn3c(-c4cc(C)[nH]n4)nnc3s2)c1`?
AT treatment: 4%; Coupling enz: 1; KCNH2 WT inh: -13; TRPV1 agonist: 24; S-ASM inh: 0%; GALK inh: 1%; MLL CXXC-DNA inh: -15%; Integrin act MD: 0%; MBNL1-CUG inh: 1%; KCNH2 3.1 inh: -14

What do the screens show for `CCS(=O)(=O)c1ccc2oc(Nc3ccccc3C)nc2c1`?
AT treatment: 2%; Coupling enz: -1; KCNH2 WT inh: -1; TRPV1 agonist: 0; S-ASM inh: -1%; GALK inh: 2%; MLL CXXC-DNA inh: -1%; Integrin act MD: -3%; MBNL1-CUG inh: -8%; KCNH2 3.1 inh: 2

What do the screens show for `COc1cc(CN2CCN(c3cccc(C)c3C)CC2)cc(OC)c1O`?
AT treatment: 0%; Coupling enz: -1; KCNH2 WT inh: 79; TRPV1 agonist: 0; S-ASM inh: 17%; GALK inh: 1%; MLL CXXC-DNA inh: 1%; Integrin act MD: -24%; MBNL1-CUG inh: inconclusive; KCNH2 3.1 inh: -17

What do the screens show for `O=C(NC(=S)N1CCN(c2ccc([N+](=O)[O-])cc2)CC1)c1ccccc1Cl`?
AT treatment: -8%; Coupling enz: 2; KCNH2 WT inh: 18; TRPV1 agonist: -1; S-ASM inh: -8%; GALK inh: -2%; MLL CXXC-DNA inh: -18%; Integrin act MD: 8%; MBNL1-CUG inh: inconclusive

Results for CN(C)S(=O)(=O)c1cccc(COC(=O)c2cccnc2Cl)c1 ?
AT treatment: 3%; Coupling enz: -3; KCNH2 WT inh: -7; TRPV1 agonist: 4; S-ASM inh: -1%; GALK inh: -1%; MLL CXXC-DNA inh: -1%; Integrin act MD: -2%; MBNL1-CUG inh: -1%; KCNH2 3.1 inh: -7

What do the screens show for `Cn1cc(S(=O)(=O)CC(=O)Nc2ccc3c(c2)OCCO3)c2ccccc21`?
AT treatment: 11%; Coupling enz: 2; KCNH2 WT inh: -18; TRPV1 agonist: -5; S-ASM inh: 3%; GALK inh: -1%; MLL CXXC-DNA inh: -4%; Integrin act MD: 4%; MBNL1-CUG inh: -6%; KCNH2 3.1 inh: 9

How did CCO[C@H]1OC(C(=O)NC2CC2)=C[C@@H](c2c[nH]c3ccccc23)[C@@H]1CCCO do in these assays?
AT treatment: 6%; Coupling enz: 4; KCNH2 WT inh: 10; TRPV1 agonist: -5; S-ASM inh: 5%; GALK inh: 1%; MLL CXXC-DNA inh: -4%; Integrin act MD: -3%; MBNL1-CUG inh: -4%; KCNH2 3.1 inh: 7
